IMP-1 inhibitor: blocks Pseudomonas aeruginosa IMP-1 metallo-beta-lactamase; actives 0.45% (n = 290,000); inhibition, % at 5.6 µM; purified IMP-1, nitrocefin hydrolysis, epi-absorbance fluorescence;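 active = inhibition above the mean plus 3 SD of all compounds in the same screening run, cut at about 4.5% in these data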;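 also: 0% = IMP-1 with DMSO and 100% = DMSO wells lacking enzyme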
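System: purified IMP-1; amount: IMP-1 0.2 nM before substrate addition; compound: single dose, 5.6 µM; times: 25 °C, 15 min preincubation, 25 min reaction; signal: Epi-absorbance via hydrolysed-nitrocefin quenching of white-plate fluorescence, 480/530 nm, EDTA stop; benchmarks: DMSO with and without IMP-1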
GalR3 antag: antagonists of human GalR3. O60755. HEK293 GalR3-CNG cAMP membrane potential fluorescence; galR3 body fused to GalR1 C-terminus. inhibition, % at 3 µM. actives 0.44% (n = 360,000). AID 651719;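 active = inhibition above the screen-wide average plus 3 SD, cut at about 13% in these data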;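 also: forskolin and galanin both at EC90 stimulate the cells; cAMP rise reported by CNG channel membrane potential dye signal; 0% = forskolin plus galanin with DMSO and 100% = forskolin alone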
VIM-2 inh: blocks Pseudomonas aeruginosa VIM-2 metallo-beta-lactamase; purified VIM-2, nitrocefin hydrolysis, epi-absorbance fluorescence; inhibition, % at 5.6 µM; actives 0.89% (n = 290,000); AID 1527;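 active = inhibition above the mean of all tested compounds plus 3 SD, cutoff set per screening run, cut at about 7.5% in these data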;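 also: red hydrolysis product quenches plate fluorescence so inhibitors raise well fluorescence; 0% = enzyme with DMSO and 100% = DMSO without enzyme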
V1R ag counter: activates human V1a receptor in oxytocin agonist counter-screen; CHO-V1R cells, Fluo-8 calcium fluorescence, agonist mode; 0% DMSO, 100% 3 nM vasopressin; activation, % at 3 µM; actives 0.25% (n = 320,000);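 active = activation above the mean activation of all tested compounds plus 3 SD, per screening run, cut at about 20% in these data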;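 also: signal is peak over basal fluorescence ratio across a 100 second FLIPR read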
OXTR agonist: human OXTR agonism | CHO-OTR cells, Fluo-8 calcium fluorescence; normalized: DMSO 0%, oxytocin 100% | activation, % at 3 µM | actives 0.32% (n = 320,000);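 active = activation above the mean of all tested compounds plus 3 SD, cutoff set per screening run, cut at about 20% in these data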;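 also: peak over basal fluorescence ratio from a 100 s FLIPR kinetic read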
Target sequence (P30559 whole entry, looked up): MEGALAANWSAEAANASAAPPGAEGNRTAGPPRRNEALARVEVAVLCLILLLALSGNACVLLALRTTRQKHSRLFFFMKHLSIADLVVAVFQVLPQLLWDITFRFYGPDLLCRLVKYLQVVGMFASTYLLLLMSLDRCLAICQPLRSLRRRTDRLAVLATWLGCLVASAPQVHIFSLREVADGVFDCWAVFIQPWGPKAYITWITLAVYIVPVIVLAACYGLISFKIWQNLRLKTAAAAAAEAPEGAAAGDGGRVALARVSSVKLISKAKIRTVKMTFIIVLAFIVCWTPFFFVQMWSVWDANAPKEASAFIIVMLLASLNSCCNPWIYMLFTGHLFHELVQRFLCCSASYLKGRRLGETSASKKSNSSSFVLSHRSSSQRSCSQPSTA
HCV NS3 hel inh: HCV NS3 helicase inhibition; NS3 helicase DNA unwinding, Cy5 molecular beacon fluorescence; inhibition, % at 10.9 µM; actives 0.56% (n = 290,000);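 active = inhibition above the mean of all tested compounds plus 3 SD, set per campaign, cut at about 35% in these data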;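 also: 0% = DMSO wells and 100% = thioflavine S control wells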
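Assay system: hepatitis C virus NS3 helicase domain fragment enzyme. Also added: annealed dual-labelled DNA beacon duplex, ATP-started. Timing: 1 h reaction at 25 °C, ATP-initiated. Technique: Cy5 fluorescence at 0 and 60 min, beacon hairpin quenching. Evaluation: % inhibition of unwinding. Replication: one well per compound.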
GPR7 antag: human neuropeptides B/W receptor 1 antagonism | P48145 | GPR7-expressing cells, fluorescence antagonist assay | inhibition, % at 4.4 µM | actives 1.1% (n = 290,000); in the data active = inhibition above about 16%, passing the limit was not always enough;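 also: cells stimulated with the agonist NPW; 0% = agonist with vehicle and 100% = vehicle without agonist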
Target sequence (P48145 whole entry, looked up): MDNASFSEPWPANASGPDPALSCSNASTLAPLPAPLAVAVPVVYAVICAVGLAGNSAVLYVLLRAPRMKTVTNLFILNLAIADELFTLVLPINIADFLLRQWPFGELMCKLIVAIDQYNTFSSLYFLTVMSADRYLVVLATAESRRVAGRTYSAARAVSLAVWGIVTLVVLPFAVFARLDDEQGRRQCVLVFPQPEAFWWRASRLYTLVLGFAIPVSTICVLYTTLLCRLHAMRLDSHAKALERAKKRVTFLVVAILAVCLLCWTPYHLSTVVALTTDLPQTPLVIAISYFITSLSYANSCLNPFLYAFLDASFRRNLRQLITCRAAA
DNA FID counter: displaces DNA intercalator in HCV helicase counter-screen; DNA fluorescent intercalator displacement, fluorescence; inhibition, % at 7.9 µM; actives 0.17% (n = 290,000); AID 1845; in the data active = inhibition above about 37%;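 also: 0% = vehicle and 100% = reference compound; higher means more ethidium bromide displaced from hairpin DNA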
PHOSPHO1 inh: inhibitors of human PHOSPHO1 phosphatase; recombinant PHOSPHO1, absorbance phosphatase assay; inhibition, % at 13.3 µM; Q8TCT1; actives 1.1% (n = 290,000); AID 1565; in the data active = inhibition above about 60%
Target sequence (Q8TCT1 whole entry, looked up): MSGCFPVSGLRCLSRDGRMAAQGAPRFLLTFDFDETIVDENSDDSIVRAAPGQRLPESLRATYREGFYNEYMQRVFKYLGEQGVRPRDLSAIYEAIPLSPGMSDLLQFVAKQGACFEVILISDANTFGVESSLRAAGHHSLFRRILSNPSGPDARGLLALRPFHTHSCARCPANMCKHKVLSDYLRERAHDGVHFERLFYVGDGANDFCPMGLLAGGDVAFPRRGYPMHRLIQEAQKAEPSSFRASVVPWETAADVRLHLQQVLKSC
Numbers without * were called inactive; / = no result given. An excerpt; the hit share may differ from the screen's.

Under each structure – IMP-1 inhibitor	GalR3 antag	VIM-2 inh	V1R ag counter	OXTR agonist	HCV NS3 hel inh	GPR7 antag	DNA FID counter	PHOSPHO1 inh
CC(=O)Nc1cc(C(=O)N2CCC3(CC2)OCCO3)ccc1Sc1ccc(C)cc1
  -1.0	-5	-4.0	9.4	0.6	2	4	-30	14
Cc1nc2c(-c3ccc(F)cc3)c(C)nn2c(C)c1CCC(=O)N1CCC2(CC1)OCCO2
  -1.6	1	3.9	0.9	-0.8	-20	3	-46	-18
O=C(c1cccc2ccccc12)C1CCCN(Cc2ccon2)C1 (stereo not given)
  -1.8	-1	-1.6	-0.5	-0.5	-9	-7	-10	48
CCCCCc1nc2ccccc2c(=O)n1-c1ccc(Cl)cc1[N+](=O)[O-]
  -2.6	-1	-4.0	-0.6	-1.9	4	3	-1	40
Cc1nc2ccccc2c(=O)n1-c1ccc(C(=O)O)cc1
  -3.0	-5	-2.0	0.3	0.3	0	-14	-1	35
Cc1c2cnn(CC(=O)N3CCC4(CC3)OCCO4)c(=O)c2c(C)n1Cc1ccccc1
  -1.2	-1	-1.6	0.7	0.6	-9	1	-30	16
Cc1cccc(N=Cc2c(O)n(C)c(=O)n(C)c2=O)c1
  -4.0	-2	-0.9	0.5	-0.2	3	-6	-8	8
Cc1ccsc1CNCCc1ccc(F)cc1
  -2.5	-6	-1.3	1.7	1.5	10	-6	3	14
Fc1ccc(C2N3CCCN23)cc1 (stereo not given)
  -4.2	8	-2.5	0.7	0.0	13	11	-3	13
O=C(Cc1ccccc1)N1CCN(CCCc2ccccc2)CC1
  -3.0	-12	-2.7	/	/	-13	-9	-10	51
O=C(Nc1ccc(F)cc1F)c1cccnc1Oc1cccc(C(F)(F)F)c1
  -2.5	-5	-5.3	-0.8	-0.9	3	-19	0	-14
CC(C)N(CC#CCC1(O)c2ccccc2-c2ccccc21)C(C)C
  -0.8	2	0.0	0.2	-1.6	-12	7	8	-1
Nc1nonc1OCCCCOc1nonc1N
  -0.2	6	-0.1	1.8	0.8	7	-1	0	-1
COC(=O)C1=C(C)OC(N)=C(C#N)C12C(=O)Nc1ccccc12 (stereo not given)
  -3.6	-2	-1.8	0.7	1.1	2	-12	0	-6
Cc1ccc(-c2nc(N(C)C3CCN(C)CC3)c3ccccc3n2)cc1
  -3.2	-12	11*	1.1	4.0	38*	11	69*	-2
O=Cc1cn(Cc2cccc(F)c2)c2ccccc12
  0.2	-1	2.4	1.1	-0.7	-7	-6	-6	-7
O=[P+](Cc1ccccc1)Cc1ccccc1
  -3.7	-2	-3.9	0.4	-0.6	-7	3	-4	-3
O=C1/C(=C/c2ccncc2)N2CCC1CC2
  0.8	-4	1.9	0.5	1.0	7	12	1	-3
CCCCn1c(O)c(C(CC)=NCCc2ccccc2)c(=O)[nH]c1=O
  -5.2	-4	-2.5	2.8	1.3	-10	-10	-31	-2
CCN1C[C@]2(CO)CC[C@H](OC)[C@@]34C2[C@H](OC)[C@@](O)(C13)[C@@]1(O)C[C@H](OC)[C@H]2C[C@@H]4[C@@H]1[C@H]2OC
  -3.9	-13	-2.9	1.1	0.6	0	8	-10	23
O=C(C1CCN(S(=O)(=O)N2CCOCC2)CC1)N1CCC2(CC1)OCCO2
  -2.9	-8	-1.9	0.1	0.5	8	-8	-3	18
Cc1ccc(-n2c(O)c(C=NC3CCCC3)c(=O)[nH]c2=O)c(C)c1
  -3.9	4	-3.0	0.9	-0.8	6	-3	-14	-5
CC(CCc1ccccc1)NCCC#N (stereo not given)
  -0.8	-6	-0.8	0.1	0.6	0	14	1	16
N[C@@H](Cc1c[nH]c2ccccc12)c1nnc(SCc2c(F)cccc2Cl)o1
  -0.5	-2	-2.3	-0.8	-0.3	-17	-16	-7	31
CC1CN(c2cc([N+](=O)[O-])ccc2Cl)CC(C)N1 (stereo not given)
  -2.8	-3	-1.9	1.4	0.6	17	12	5	5
Oc1cc2c(cc1CN1CCN(c3ccccc3)CC1)OCO2
  -2.9	5	-0.5	0.1	0.4	-11	5	-3	7
COc1ccccc1N1CCN(Cc2cc(C)c(C)cc2O)CC1
  0.7	0	-3.4	-0.8	-1.9	-16	-12	-2	12
Cc1c(C)c2ccc(OCC(=O)N3CCC(C(=O)O)(c4ccccc4)CC3)cc2oc1=O
  0.2	-7	3.8	1.4	0.2	36	3	-16	-8
O=C(COc1ccc2ccccc2c1)N1CCN(CC2CC3C=CC2C3)CC1 (stereo not given)
  -1.6	-7	-2.9	4.6	6.4	-27	7	8	32
O=C1CSC2N1CCNC21CCCCC1 (stereo not given)
  -2.7	0	-4.5	1.3	0.6	-9	-3	-2	-3

Pulled by compound from the list above:
Under each structure – IMP-1 inhibitor	GalR3 antag	VIM-2 inh	V1R ag counter	OXTR agonist	HCV NS3 hel inh	GPR7 antag	DNA FID counter	PHOSPHO1 inh
O=C1CSC2N1CCNC21CCCCC1 (stereo not given)
  -2.7	0	-4.5	1.3	0.6	-9	-3	-2	-3
O=C1/C(=C/c2ccncc2)N2CCC1CC2
  0.8	-4	1.9	0.5	1.0	7	12	1	-3
Cc1c(C)c2ccc(OCC(=O)N3CCC(C(=O)O)(c4ccccc4)CC3)cc2oc1=O
  0.2	-7	3.8	1.4	0.2	36	3	-16	-8
CC1CN(c2cc([N+](=O)[O-])ccc2Cl)CC(C)N1 (stereo not given)
  -2.8	-3	-1.9	1.4	0.6	17	12	5	5

New compounds follow
Under each structure – IMP-1 inhibitor	GalR3 antag	VIM-2 inh	V1R ag counter	OXTR agonist	HCV NS3 hel inh	GPR7 antag	DNA FID counter	PHOSPHO1 inh
C[n+]1ccc(-c2ccncc2)cc1
  -1.6	-9	-3.6	0.3	0.1	-2	-4	-3	92*
CCCCOc1nc2ccccc2c(=O)n1-c1ccccc1
  -0.7	4	-0.5	-0.1	-2.0	-4	-12	-17	7
Cn1cc(C(=O)N2CCC3(CC2)OCCO3)c2c3ccccc3n(C)c2c1=O
  1.3	-4	-0.8	0.2	-0.1	-1	-7	-16	11
CN1CCN(Cc2ccc(N)cc2)CC1
  -3.9	-10	-3.7	0.5	1.4	4	-3	13	20
COc1cc(CN2CC=C(c3ccc(F)cc3)CC2)cc(OC)c1
  -0.6	-3	0.2	/	/	-20	2	9	19
COc1cccc(N2C(=O)CC(=O)NC2=O)c1
  -3.4	-7	1.4	1.1	0.6	28	9	-21	-6
COc1cccc(-n2c(O)c(C=NCCN3CCOCC3)c(=O)[nH]c2=O)c1
  -0.8	-2	1.0	1.2	0.6	0	-15	6	3
COc1ccccc1-n1c(O)c(C=NCCCn2ccnc2)c(=O)[nH]c1=O
  -3.2	-4	-3.2	1.1	0.2	-3	-14	6	-18
CCCC(=O)NC(Oc1ccc(C(C)=O)cc1)C(Cl)(Cl)Cl (stereo not given)
  -1.1	-3	-3.1	0.8	2.8	13	-7	-3	-22
CC(=O)NC(Cc1ccc(N(CCCl)CCCl)cc1)C(=O)NCC(=O)NCC(=O)O (stereo not given)
  -2.1	-2	-1.9	0.1	0.9	1	-3	2	30
Cc1ccc2c(c1)CC1(CN2C)C(=O)NC(=O)N(C(C)C)C1=O (stereo not given)
  -2.2	0	-6.1	0.7	-0.3	1	1	-7	6
CCOC(=O)[C@]1(C#N)[C@@H]2C=CC(C(C)=O)=CN2[C@@H](C(N)=O)[C@@H]1c1ccsc1
  -6.4	8	0.9	2.4	2.1	13	4	-19	0
CN1C(=O)/C(=C/c2ccc(Cl)s2)C(=O)NC1=S
  9.7*	-9	2.2	1.9	1.2	26	-1	3	-36
CC(Cc1ccccc1Sc1ccccc1)N(C)C (stereo not given)
  -2.2	-10	-3.4	3.2	2.2	-19	-4	8	-21
Cc1ccc(-c2nc3ccccc3c(=O)n2-c2cccnc2)cc1
  -1.1	0	-0.7	0.6	-0.8	-8	5	-18	-5

Next section:
Molecule	IMP-1 inhibitor	GalR3 antag	VIM-2 inh	V1R ag counter	OXTR agonist	HCV NS3 hel inh	GPR7 antag	DNA FID counter	PHOSPHO1 inh
O=C1NC(=O)N(Cc2ccccc2)C(=O)/C1=C/C=C/c1ccco1	-0.2	2	0.5	7.5	3.4	33	3	-16	45
Cn1c(=O)n(CC(=O)N2CCC3(CC2)OCCO3)c(=O)c2ccccc21	-1.7	0	-1.1	1.2	0.2	-5	-3	-5	55
COc1cccc(N=Cc2c(O)n(Cc3ccco3)c(=O)[nH]c2=O)c1	-0.9	0	4.8	-0.9	-0.3	17	-8	-13	20
CCCCc1cc(=O)oc2cc(OCC(=O)N3C[C@H]4C[C@@H](C3)c3cccc(=O)n3C4)c(Cl)cc12	-5.5	-4	0.5	0.0	0.1	-17	-2	-45	18
O=P(O)(O)Oc1ccccc1P(=O)(c1ccccc1)c1ccccc1	-2.9	-7	17*	0.1	1.2	-3	-5	-6	/
COC(=O)c1ccc(NC(=O)CSc2nc3ccc(N4C(=O)C5C6C=CC(C6)C5C4=O)cc3s2)cc1 (stereo not given)	-1.4	-4	-1.9	7.0	13	-12	20	-12	-5
CCOc1ccc(C(=O)OC2CC3CCC(C2)N3C)cc1 (stereo not given)	-1.2	-5	-3.5	-0.3	-0.2	7	5	20	25
Cc1ccc(C)c(NC(=O)CCNC(=O)N2C[C@H]3C[C@@H](C2)c2cccc(=O)n2C3)c1	0.0	-2	-3.2	-1.1	-0.6	-2	-7	1	18
COc1ccccc1N1CCN(C(CNC(=O)Oc2ccccc2)c2cccnc2)CC1 (stereo not given)	-2.7	-5	-1.9	-0.9	-1.0	0	-1	-15	18
NCCCN1CCN(c2ccccc2)CC1	-0.4	-3	1.2	1.6	-0.3	2	-2	2	6
O=c1c2ccccc2nc(CSc2ncnc3nc[nH]c23)n1-c1ccccc1Cl	-3.1	-6	-3.8	0.4	-0.3	9	20	-17	1
CCc1c(C)nc(N)nc1N1N=C1SCC(=O)OC	-0.6	-4	0.6	0.7	0.7	7	-4	-4	47
CC(=O)OC(C)(C)/C=C/C(=O)[C@](C)(O)[C@H]1[C@H](O)C[C@@]2(C)[C@@H]3CC=C4[C@H](C[C@H](O)C(=O)C4(C)C)[C@]3(C)C(=O)C[C@]12C	-1.2	/	-1.3	/	/	-2	-4	-41	8

Screens: PubChem, several laboratories
